M1 ag parental: M1 agonist counterscreen hit in parental CHO-K1 cells. Fluo-8 calcium fluorescence; scaled to maximal ATP response, vehicle zero. activation, % at 3 µM. 360,000 compounds, 0.48% hits. AID 602248; in the data active means activation above about 15%;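 further: untransfected CHO-K1 host cells lacking M1 receptor as counterscreen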
CHRM1 antagonist: blocks human M1 muscarinic receptor; P11229; CHO-K1 hM1, Fluo-8 calcium fluorescence, ACh EC80 antagonist; 360,000 compounds, 1.3% hits; inhibition, % at 3 µM;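 active means percent inhibition above its own plate's cutoff, namely the mean of that plate's compound wells plus 3 SD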;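 further: peak over basal fluorescence ratio during 140 s after agonist addition; 0% = ACh EC80 plus DMSO and 100% = DMSO alone without agonist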
Target sequence (P11229 whole entry, looked up): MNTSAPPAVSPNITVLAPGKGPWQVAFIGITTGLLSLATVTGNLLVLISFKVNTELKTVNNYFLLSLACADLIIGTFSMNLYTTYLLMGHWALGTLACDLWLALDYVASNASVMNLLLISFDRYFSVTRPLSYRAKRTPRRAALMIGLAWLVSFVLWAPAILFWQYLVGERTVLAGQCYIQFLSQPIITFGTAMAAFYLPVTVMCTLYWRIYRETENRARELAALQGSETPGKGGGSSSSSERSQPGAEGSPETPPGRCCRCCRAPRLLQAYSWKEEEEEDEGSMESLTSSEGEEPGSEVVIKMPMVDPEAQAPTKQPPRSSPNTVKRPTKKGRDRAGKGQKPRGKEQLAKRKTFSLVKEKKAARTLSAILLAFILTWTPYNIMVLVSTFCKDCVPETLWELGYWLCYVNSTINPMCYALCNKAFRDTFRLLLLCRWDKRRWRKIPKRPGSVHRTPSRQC
CHRM1 PAM: potentiates human M1 receptor response to acetylcholine. CHO-K1 hM1, Fluo-8 calcium fluorescence, ACh EC20; 0% = ACh EC20, 100% = maximal ACh. activation, % at 3 µM. 360,000 compounds, 0.088% hits; in the data active means activation above about 19%, passing the limit was not always enough
M1 PAM parental: counter-screen for M1 PAMs: effect in parental CHO-K1 cells; ATP EC20, Fluo-8 calcium fluorescence; 0% at ATP EC20, 100% at ATP max; 360,000 compounds, 0.02% hits; activation, % at 3 µM;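 active means activation above the run cutoff, the mean activation of all test compounds plus 3 SD, cut at about 40% in these data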;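 further: peak over basal fluorescence ratio in a 140 s read after ATP addition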
CHRM1 agonist: human M1 muscarinic receptor agonism; CHO-K1 hM1, Fluo-8 calcium fluorescence, agonist mode; 0% DMSO, 100% acetylcholine EC100; activation, % at 3 µM; P11229; 360,000 compounds, 0.33% hits;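 active means activation above the run's mean compound activation plus 3 SD, cut at about 16% in these data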;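 further: peak over basal fluorescence ratio within a 140 s kinetic read after compound addition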
CHO parental Ca: counter-screen: ATP calcium response change in parental CHO cells; inhibition, % at 5.6 µM; 330,000 compounds, 0.63% hits; AID 463079; parental CHO-K1, ATP-induced calcium, Fluo-8 fluorescence;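 active means inhibition above that plate's mean sample inhibition plus 3 SD, cut at about 26% in these data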;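 further: 0% = ATP-challenged DMSO wells and 100% = DMSO wells without ATP; some compounds past the cut are filed as inactive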
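Test system: untransfected parental CHO cell line; also added: ATP stimulus; dosing: 5.6 µM, single dose; signal: calcium-sensitive Fluo-8 fluorescence; measure: percent inhibition of ATP-evoked calcium rise, normalized to controls; benchmarks: low control ATP plus DMSO, high control DMSO only; replication: one well per compound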
CHO-K1 Ca antag: M1 antagonist counterscreen hit in parental CHO-K1 cells | AID 602250 | ATP-induced calcium, Fluo-8 fluorescence | inhibition, % at 3 µM | 360,000 compounds, 0.6% hits;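 active means inhibition above a per-plate cutoff, the plate's mean sample inhibition plus 3 SD, cut at about 24% in these data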;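 further: 0% = DMSO plus EC80 ATP and 100% = DMSO alone without ATP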
TAAR1 antag: antagonists of human TAAR1. inhibition, % at 3 µM. 360,000 compounds, 1.5% hits. Q96RJ0. AID 624466. CHO RD-HGA16 TAAR1, Fluo-8 calcium fluorescence, antagonist;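 active means inhibition above a per-plate cutoff, the mean inhibition of test compounds on that plate plus 3 SD, cut at about 49% in these data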;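 further: 0% = DMSO plus EC80 beta-PEA response and 100% = DMSO alone without agonist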
Target sequence (Q96RJ0 whole entry, looked up): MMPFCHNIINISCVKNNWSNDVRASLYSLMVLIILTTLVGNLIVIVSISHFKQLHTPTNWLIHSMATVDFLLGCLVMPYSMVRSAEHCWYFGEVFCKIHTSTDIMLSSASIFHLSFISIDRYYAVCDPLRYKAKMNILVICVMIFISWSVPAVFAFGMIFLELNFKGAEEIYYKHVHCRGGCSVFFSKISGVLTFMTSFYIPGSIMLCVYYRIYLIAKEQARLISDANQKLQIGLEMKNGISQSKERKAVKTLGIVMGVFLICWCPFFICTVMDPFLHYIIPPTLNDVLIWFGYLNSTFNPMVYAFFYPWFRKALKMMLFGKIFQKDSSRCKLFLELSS
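Material: RD-HGA16 CHO cells with stable hTAAR1 and Gα16; Dosing: single nominal final test compound concentration of 3 µM; Schedule: seeding 17-24 h prior, 75-min 37 °C, 30-min RT dye loading; Detection: kinetic Fluo-8 calcium fluorescence measurement; Measure: % inhibition from peak post-agonist over basal fluorescence ratio; Benchmarks: vehicle and agonist controls.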
TAAR1 agonist: agonists of human TAAR1; activation, % at 3 µM; CHO RD-HGA16 TAAR1, Fluo-8 calcium fluorescence; vehicle wells 0%, saturating PEA agonist 100%; 360,000 compounds, 0.99% hits;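 active means activation above the mean activation of all test compounds in the run plus 3 SD, cut at about 38% in these data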
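Repeats: no replicates (n 1) | Material: CHO-derived RD-HGA16 cells with stable Gα16 and human TAAR1 | Technique: Kinetic Fluo-8 calcium fluorescence | Schedule: 17-24 h seeding, 75 min 37 °C dye, 30 min RT | Evaluation: % activation from peak over basal fluorescence ratio, DMSO-to-PEA scaled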
The depositor's hits bear a star; · = no result given.

The first three compounds, ahead of the listing:
SMILES	M1 ag parental	CHRM1 antagonist	CHRM1 PAM	M1 PAM parental	CHRM1 agonist	CHO parental Ca	CHO-K1 Ca antag	TAAR1 antag	TAAR1 agonist
Cc1nnc(SCC(=O)NC(=O)Nc2ccc3c(c2)OCCO3)s1	0.5	-6	10	20	-5	-9	-9	5	4
Cc1cc(C)cc(OCc2nnc(SCC(=O)NC3CC3)n2C)c1	-0.1	-17	14	-6	0	-5	2	-23	-1
OCC1(Cc2ccccc2C(F)(F)F)CCN(Cc2ccncc2)CC1	1.7	-11	8	19	-7	-9	-10	-23	-2

This part in full, from the start:
SMILES	M1 ag parental	CHRM1 antagonist	CHRM1 PAM	M1 PAM parental	CHRM1 agonist	CHO parental Ca	CHO-K1 Ca antag	TAAR1 antag	TAAR1 agonist
Cc1nnc(SCC(=O)NC(=O)Nc2ccc3c(c2)OCCO3)s1	0.5	-6	10	20	-5	-9	-9	5	4
Cc1cc(C)cc(OCc2nnc(SCC(=O)NC3CC3)n2C)c1	-0.1	-17	14	-6	0	-5	2	-23	-1
OCC1(Cc2ccccc2C(F)(F)F)CCN(Cc2ccncc2)CC1	1.7	-11	8	19	-7	-9	-10	-23	-2
CC(/C=N/NC(=O)c1ccncc1)=C\c1ccc(C(C)C)cc1	5.2	16	-8	16	3	-7	-14	49*	18
COC(=O)c1[nH]nc(C(=O)OC(C)(C)C)c1-c1ccccc1	3.1	2	-5	1	-3	-9	8	-6	6
COc1ccc(C(=O)Nc2ccc(NC(=O)c3ccccc3)cc2)cc1S(=O)(=O)N1CCOCC1	4.0	6	-8	20	-5	-10	-16	41	10
O=C(CSc1nnnn1-c1ccc(Cl)cc1)NC(=O)Nc1ccc2c(c1)OCCO2	1.0	-29	4	19	2	-3	-17	10	1
CN1CC(=O)N2[C@H](c3ccc4c(c3)OCO4)c3[nH]c4ccccc4c3C[C@@H]2C1=O	-0.2	-28	12	-14	3	-14	15	8	6
CCc1cccc(CC)c1NC(=O)C[n+]1cccc(C(N)=O)c1	0.1	5	4	-4	-9	-16	-6	5	6
COc1ccc2c(OC)cc(=O)n(C)c2c1	0.0	-15	7	12	-7	0	-3	-14	68*
CCc1ccc(-c2cc(C)no2)cc1S(=O)(=O)NCCc1ccc(OC)c(OC)c1	5.1	-5	1	17	-3	-13	-19	-20	1
COc1ccc(N(CC(=O)Nc2ccc3c(c2)OCO3)S(C)(=O)=O)c(OC)c1	0.9	-15	11	21	1	-16	-15	-6	2
COc1ccccc1NS(=O)(=O)c1cc(NC(=O)c2cc(F)c(F)c(F)c2F)ccc1N1CCOCC1	1.8	-4	-1	5	-1	5	-7	23	1
Cc1cccc2c(N=Nc3ccc(S(=O)(=O)Nc4ccc(Cl)cc4)cc3[N+](=O)[O-])c(O)[nH]c12	-0.5	-11	12	4	-1	0	-5	-27	0
CN(C)c1ccc(N=Cc2ccco2)cc1	-0.3	3	1	-6	-6	-20	3	·	·
O=C(COc1ccc(Br)cc1CNCCc1ccccc1)NCc1ccccc1	4.7	36*	-16	1	-3	-1	1	69*	94*
O=C(Nc1c(C(=O)N2CCOCC2)oc2ccccc12)c1cccc([N+](=O)[O-])c1	1.4	-13	7	2	-3	-5	-9	3	0
OCC(O)C1OCOC(C(O)CO)C1O (stereo unspecified)	0.1	-19	8	-2	-2	·	-4	-5	1
O=C(NCC(c1ccco1)N1CCc2ccccc21)c1ccc([N+](=O)[O-])cc1 (stereo unspecified)	-0.3	-7	4	2	-7	-18	-4	15	0
O=C(Cc1ccccc1Cl)Nc1ccc(S(=O)(=O)N2CCOCC2)cc1	1.7	-9	4	-10	1	-15	-1	4	14
COC(=O)c1cc(Cl)c(NC(=O)c2cc3ccccc3o2)cc1OC	0.3	5	-2	6	-4	-26	-7	1	-3
Cc1cc(C)c2c(CN3CCCCCCC3)cc(=O)oc2c1	-0.5	-1	-2	-6	-10	·	8	-16	-1
COc1ccc(NC(=O)c2cnn(-c3ccccc3)c2C)c(OC)c1	0.4	-8	7	-8	-3	-25	3	-1	0
O=C(CCCNC(=O)c1ccc(Cl)cc1)Nc1cccc(F)c1	4.3	5	6	-12	-4	-6	-3	-4	3

An excerpt from above with just TAAR1 agonist, M1 PAM parental and CHO-K1 Ca antag:
| molecule | TAAR1 agonist | M1 PAM parental | CHO-K1 Ca antag |
| --- | --- | --- | --- |
| COC(=O)c1[nH]nc(C(=O)OC(C)(C)C)c1-c1ccccc1 | 6 | 1 | 8 |
| COc1ccc(C(=O)Nc2ccc(NC(=O)c3ccccc3)cc2)cc1S(=O)(=O)N1CCOCC1 | 10 | 20 | -16 |
| O=C(CCCNC(=O)c1ccc(Cl)cc1)Nc1cccc(F)c1 | 3 | -12 | -3 |
| O=C(CSc1nnnn1-c1ccc(Cl)cc1)NC(=O)Nc1ccc2c(c1)OCCO2 | 1 | 19 | -17 |
| COc1ccc(N(CC(=O)Nc2ccc3c(c2)OCO3)S(C)(=O)=O)c(OC)c1 | 2 | 21 | -15 |

(further entries)
SMILES	M1 ag parental	CHRM1 antagonist	CHRM1 PAM	M1 PAM parental	CHRM1 agonist	CHO parental Ca	CHO-K1 Ca antag	TAAR1 antag	TAAR1 agonist
COC(=O)c1ccc(CNC(=O)CSc2nnc(COc3ccccc3)n2C)o1	2.4	2	2	19	-3	-8	-1	-10	11
COCCCNC(=S)N/N=C/c1ccc(N(C)C)cc1Cl	1.2	-26	12	15	-1	-6	-8	8	14
O=C(NC(=S)NCC1CCCO1)c1ccccc1Br (stereo unspecified)	0.7	-5	10	19	-5	-15	-8	-16	1
O=C(c1ccccc1F)N1CCCc2ccccc21	-0.1	3	-2	1	-5	-8	3	-19	4
CCOC(=O)Cc1csc(NC(=O)c2cc(C)cc(C)c2)n1	-0.3	0	2	-10	-6	-26	17	9	4
COc1ccc(OC)c(NC(=O)C2CCN(c3cc(-c4ccccc4)nc4ncnn34)CC2)c1	0.0	4	2	19	-4	-8	-10	-14	3
OCC1(CO)CCCC(CO)(CO)C1O	1.5	-7	-1	-7	-3	·	-6	1	1
CC(C)NC(=O)Cn1cc(C(=O)COc2ccccc2)c2ccccc21	1.3	-12	8	3	-1	-8	-11	-17	0
COc1cccc(NC(=O)c2nnn(CC(=O)Nc3cc(C)cc(C)c3)c2N)c1	2.5	-9	10	15	1	10	-15	-15	5
COc1ccc(N2C(=O)c3ccc(C(=O)Nc4ccccc4OC)cc3C2=O)cc1	0.6	-20	15	1	1	-3	-12	4	2
Cc1nc2ccc(S(=O)(=O)Nc3ccccc3C)cc2s1	1.4	12	-7	-16	-2	-17	5	·	·
Cc1ccsc1/C=N\NC(=O)c1n[nH]c2c1CCC2	0.1	-10	9	18	-6	-3	-4	6	0
O=C(COc1ccc(Br)cc1)Nc1ccc(Cc2ccncc2)cc1	0.7	-4	4	-2	-1	27	-13	-4	14
COc1cc(CN2CCN(Cc3ccc(C)cc3)C(CCO)C2)cc(OC)c1O (stereo unspecified)	0.6	0	5	-8	-5	-12	0	10	6
O=C1CN(Cc2nc3cc(Cl)ccc3c(=O)[nH]2)CCN1	0.8	11	-3	-6	-3	-12	3	2	0
C(=N\Nc1ccccc1)/c1nc2ccccc2s1	0.8	-1	-3	1	-1	-20	0	-1	4
O=C(CN1C(=O)CCS(=O)(=O)c2ccccc21)Nc1ccc(F)cc1	1.3	-17	9	13	0	-15	-14	1	1
CCCC#Cc1ccc2c(c1)O[C@H](CN(C)C(=O)CC1CC1)[C@H](C)CN([C@@H](C)CO)S2(=O)=O	0.0	-4	8	-6	-3	·	-4	-31	6
CCOc1nc(OCC)nc(-n2cc(-c3ccccc3)nn2)n1	-0.4	8	-5	-8	-3	-13	15	7	1
CC(NC(=O)c1ccccc1F)c1cccc2ccccc12 (stereo unspecified)	-0.2	-8	6	8	-4	-15	-9	-9	5
CCOC(=O)Cn1c(-c2ccccc2)cc(SC)c(C#N)c1=O	1.1	52*	-27	13	-8	-17	13	14	4
CCC(=O)Nc1ccc(C(=O)N/N=C/c2cccnc2)cc1	1.4	-3	5	29	-5	-6	-13	1	7
CCNC(=O)C(C)Sc1ccc(Cl)cc1 (stereo unspecified)	-0.1	-3	1	-3	-4	4	-4	0	3
CCn1c(=O)cc(OCC(=O)Nc2cccc(C)n2)c2ccccc21	1.1	-8	1	-2	-2	-13	6	23	8

Taken from the listing for reference:
SMILES	M1 ag parental	CHRM1 antagonist	CHRM1 PAM	M1 PAM parental	CHRM1 agonist	CHO parental Ca	CHO-K1 Ca antag	TAAR1 antag	TAAR1 agonist
C(=N\Nc1ccccc1)/c1nc2ccccc2s1	0.8	-1	-3	1	-1	-20	0	-1	4
O=C(CN1C(=O)CCS(=O)(=O)c2ccccc21)Nc1ccc(F)cc1	1.3	-17	9	13	0	-15	-14	1	1
CCCC#Cc1ccc2c(c1)O[C@H](CN(C)C(=O)CC1CC1)[C@H](C)CN([C@@H](C)CO)S2(=O)=O	0.0	-4	8	-6	-3	·	-4	-31	6
CCOc1nc(OCC)nc(-n2cc(-c3ccccc3)nn2)n1	-0.4	8	-5	-8	-3	-13	15	7	1

An excerpt from above in order of their number in CHRM1 agonist, lowest first.
| smiles | CHRM1 agonist |
| --- | --- |
| Cc1cc(C)c2c(CN3CCCCCCC3)cc(=O)oc2c1 | -10 |
| CCc1ccc(-c2cc(C)no2)cc1S(=O)(=O)NCCc1ccc(OC)c(OC)c1 | -3 |
| O=C(COc1ccc(Br)cc1)Nc1ccc(Cc2ccncc2)cc1 | -1 |

(list continues)
SMILES	M1 ag parental	CHRM1 antagonist	CHRM1 PAM	M1 PAM parental	CHRM1 agonist	CHO parental Ca	CHO-K1 Ca antag	TAAR1 antag	TAAR1 agonist
Cc1cc(C)nc(-n2nc(C)cc2NC(=O)CN2CCCC2)n1	0.6	-4	3	18	-5	-8	-5	2	9
COc1cc(C(=O)NCc2nnc(SCC(=O)N3CCc4ccccc43)o2)cc(OC)c1OC	0.9	1	0	32	-6	-6	-18	2	10
COc1ccc(Cl)cc1NC(=S)NCc1cccnc1	0.5	-7	8	9	0	8	-9	19	2
COC(=O)c1sc2nc(N)c(C#N)cc2c1N	0.1	4	1	9	-6	-4	-9	2	-1
O=C(CSc1nc2ccccc2c(=O)n1-c1ccc(Cl)cc1)N/N=C/C=C/c1ccccc1[N+](=O)[O-]	0.3	6	-7	10	-1	-2	-9	-6	4
CCN(C(=O)CSc1nc(-c2cccs2)nc2ccccc12)C1CCS(=O)(=O)C1 (stereo unspecified)	1.1	-4	-1	-3	-5	-18	-1	-14	2
O=C(NC1CC1)c1cc(=O)c2ccccc2o1	-0.3	-4	-5	-4	2	-4	-5	-8	10
